SSB-PriA inh: inhibitors of Klebsiella pneumoniae PriA binding to SSB C-terminal tail, primary screen, biochemical, AlphaScreen; AlphaScreen SSBct-PriA binding, biotinylated peptide; inhibition, % at 33 µM; 430,000 compounds, 0.6% hits; AID 1272365, 2023; in the data active = inhibition mostly above about 37%, no sharp cut-off; inactive = mostly below about 20%;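 note: plate controls were negative control peptide for no effect and reference peptide for full effect; strong numbers were not always called active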
SARS 3CLpro inh: SARS-CoV 3CLpro protease inhibitors, primary screen, biochemical, quenched FRET. Replicase polyprotein 1ab (Severe acute respiratory syndrome coronavirus), P0C6X7. recombinant SARS-CoV 3CLpro, quenched FRET peptide cleavage. inhibition, % at 6 µM. 290,000 compounds, 0.14% hits. AID 1706, 2009; in the data active = inhibition above about 12%
MazEF act: activators of E. coli MazEF toxin-antitoxin RNase, primary screen, biochemical, fluorescence, uHTS. Endoribonuclease toxin MazF (Escherichia coli (strain K12)), P0AE70. FAM/BHQ RNA-DNA oligo cleavage fluorescence, 5 h. activation, % at 20 µM. 350,000 compounds, 0.32% hits. AID 504720, 2011; in the data active = activation above about 50%
Target sequence (P0AE70 whole entry, looked up): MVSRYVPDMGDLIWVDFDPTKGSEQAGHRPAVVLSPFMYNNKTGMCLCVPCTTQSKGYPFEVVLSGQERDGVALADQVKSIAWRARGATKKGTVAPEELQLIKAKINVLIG
Y pestis TopoI: Yersinia pestis topoisomerase I inhibitors, primary screen, biochemical, cleavage product accumulation, plate reader, single point; DNA topoisomerase I (Yersinia pestis CO92); Y. pestis Topo-I cleavage product accumulation; activity, % at 10 µM; 360,000 compounds, 0.064% hits; AID 504884, 2011; in the data active = activity above about 50%, passing the limit was not always enough; note: inactives centre near 2
PrPC surface inh: inhibitors of human cell surface prion protein PrPC, primary screen, cell-based, TR-FRET. TR-FRET read-out. AID 720596, 2013. inhibition, % at 13.8 µM. 370,000 compounds, 0.43% hits; in the data active = inhibition above about 24%; note: 0% = median of the test wells and 100% = reference compound wells
TcdB inh: TcdB glycohydrolase inhibitors, primary screen, biochemical, single point, plate reader | TcdB glycohydrolase enzymatic assay | 350,000 compounds, 0.24% hits | AID 652162, 2013 | inhibition, % at 9.99 µM | Toxin B (Clostridioides difficile), P18177; in the data active = inhibition above about 10%
CCHF vOTU inh: CCHFV vOTU protease inhibitors, primary screen, biochemical, Pep-AMC substrate, fluorescence; Crimean-Congo hemorrhagic fever virus L polyprotein viral ovarian tumor (vOTU) protease …; inhibition, % at 11.5 µM; 370,000 compounds, 0.55% hits; in the data active = inhibition above about 30%; note: 0% = vehicle wells with enzyme and 100% = no enzyme wells
BH1578 lux ind: inducers of Vibrio cholerae quorum light production without autoinducers, primary screen, BH1578 luxS cqsA deficient, single point; V. cholerae BH1578 lux reporter, luminescence, 6 h; activation, % at 18.7 µM; 350,000 compounds, 0.16% hits; AID 588436, 2011; in the data active = activation mostly above about 9.7%, no sharp cut-off; note: not every result past the cut was called active; inactives centre near 0; reference of the scale not given here
Rv3671c inh: Rv3671c serine protease inhibitors, primary screen, biochemical, fluorescence polarization, M. tuberculosis H37Rv. P9WHR9. inhibition, % at 5.96 µM. 320,000 compounds, 0.048% hits; in the data active = inhibition above about 38%;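 note: extracellular domain of Rv3671c used as enzyme; 0% = enzyme with DMSO and 100% = no enzyme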
Target sequence (P9WHR9 whole entry, looked up, the tested form may be a part): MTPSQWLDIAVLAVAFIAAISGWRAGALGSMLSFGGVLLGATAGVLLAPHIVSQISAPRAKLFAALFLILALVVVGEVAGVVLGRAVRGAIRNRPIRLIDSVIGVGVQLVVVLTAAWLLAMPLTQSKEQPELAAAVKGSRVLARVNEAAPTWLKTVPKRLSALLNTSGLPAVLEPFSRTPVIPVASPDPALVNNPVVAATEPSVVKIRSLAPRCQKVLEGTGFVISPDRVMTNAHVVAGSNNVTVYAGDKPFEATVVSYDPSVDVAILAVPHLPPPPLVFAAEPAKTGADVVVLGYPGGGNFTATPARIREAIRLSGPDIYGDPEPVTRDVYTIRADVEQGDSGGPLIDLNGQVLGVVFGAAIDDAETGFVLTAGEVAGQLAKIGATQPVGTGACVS
DUSP3 inh: VHR1 phosphatase inhibitors, primary screen, biochemical, absorbance, uHTS | Dual specificity protein phosphatase 3 (Homo sapiens), P51452 | recombinant VHR phosphatase, pNPP absorbance | inhibition, % at 13.3 µM | 290,000 compounds, 0.52% hits; in the data active = inhibition above about 50%; note: some compounds called inactive have numbers as strong as hits
Target sequence (P51452 whole entry, looked up): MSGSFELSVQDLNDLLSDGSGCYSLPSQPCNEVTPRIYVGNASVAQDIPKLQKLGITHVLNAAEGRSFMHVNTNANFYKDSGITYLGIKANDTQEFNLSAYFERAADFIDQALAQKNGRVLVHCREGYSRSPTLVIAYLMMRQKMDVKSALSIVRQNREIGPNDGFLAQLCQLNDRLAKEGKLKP
Starred values were filed as active, the others as inactive; i = inactive; . = not tested or not shown; & = joins results of further samples. Some of the compounds tested, so the mix of outcomes need not match the whole.

Values run as follows: SSB-PriA inh, SARS 3CLpro inh, MazEF act, Y pestis TopoI, PrPC surface inh, TcdB inh, CCHF vOTU inh, BH1578 lux ind, Rv3671c inh, DUSP3 inh
> CCN(CC)CCN=Cc1c(O)n(CCc2ccccc2)c(=O)[nH]c1=O
→ 1, 1, -13, 6, 0, ., 6, i, -4, 27
> CN1CCCCCC1=Nc1ccccc1C#N
→ -11, -4, 0, -1, -4, ., 1, i, 2, 19
> O=C(c1ccco1)N1CCN(S(=O)(=O)c2ccc([N+](=O)[O-])cc2)CC1
→ -18, 2, 1, -4, -49, 0.9, 3, -0.1, -1, -10
> Cc1ccc(Nc2c(-c3ccc(N4CCOCC4)cc3)nc3ncccn23)c(C)c1
→ 2, 6, 4, 13, -5, 2.5, 2, -0.2, 4, 4
> CCC(C(=O)Nc1ncc(C)s1)c1ccccc1 (configuration not stated)
→ -10, 4, 4, 4, 0, 1.6, -11, i, -4, -22
> Cc1nnc(SCC(=O)Nc2sc3c(c2C(=O)c2ccccc2)CCCC3)s1
→ -5, -5, -3, -5, 16, ., -2, -0.2, -3, -1
> CCNC(=O)C1CCCN(C(=O)c2ccc3c(c2)CCO3)CC1 (configuration not stated)
→ ., ., ., -6, 0, -0.1, 1, -0.4, ., .
> O=[N+]([O-])c1cc(Br)c(O)c(C=Nc2ccc(N3CCOCC3)cc2)c1
→ -4, 4, -22, 1, -7, -9.9, 28, -0.5, -91, -7
> Cc1cccc(C(=O)NCc2nnc(SCC(=O)NC(C)c3ccccc3)n2C)c1 (configuration not stated)
→ -10, -1, 2, -2, -6, -0.7, 5, 1.6, -5, 6
> COc1ccccc1OCC(=O)Nc1nnc(-c2ccco2)s1
→ 3, -3, 2, 1, 13, ., 1, i, ., -4
> O=[N+]([O-])c1ccc(N2CCCC2)cc1NC(c1ccccc1)c1ccccc1
→ -2, 2, -5, 1, 1, ., 11, i, -6, 19
> O=C(NC1(C(F)(F)F)Oc2ccccc2O1)N1CCCC1
→ 0, -2, -2, 3, -3, ., -5, ., 0, 21
> COC1=C(Nc2ccc(OC)cc2)C(=O)c2ccccc2C1=O
→ 75, -3, -3, -1, 9, ., 59*, 2.1, -30, -4
> CC1(C)Oc2ccc3ccc(=O)oc3c2C(N2CCCCC2)C1O (configuration not stated)
→ 2, -5, 5, 7, -4, ., -10, -0.3, -9, 0
> CCOC(=O)C(O)(NC(=O)c1cccnc1)C(F)(F)F (configuration not stated)
→ 1, -7, 11, 2, -3, ., -6, i, 3, 4
> Cc1ccc(C(=O)OC(C)C(=O)NC2CCCCC2C)cc1S(=O)(=O)N1CCOCC1 (configuration not stated)
→ -12, -1, 2, 5, 6, 0.9, -4, i, -1, 33
> CCC(C)(C)NC(=O)c1ccc2c(c1)N(CC(=O)OC)C(=O)C(C)(C)O2
→ -35, 1, 4, 0, 9, ., 4, i, -9, 4
> CC(=O)N/C(=N/c1nc(C)cc(C)n1)Nc1ccc(C)cc1Cl
→ ., 0, 1, -11, -2, -0.1, -3, i, ., 15
> O=S(=O)(NCCS(=O)(=O)N1CCN(c2ccccc2)CC1)c1ccc(F)cc1
→ 12, ., 4, 13, 0, 1.7, 3, -1.4, -2, .
> C=CCn1c(O)c(C(C)=NC2CCN(Cc3ccccc3)CC2)c(=O)[nH]c1=O
→ -16, -1, -7, 3, 2, 2.2, -8, i, 13, 15
> CCOC(=O)Nc1ccc(NS(=O)(=O)c2ccc(C)cc2)cc1
→ -10, -7, 5, -5, 10, ., 6, -0.5, -13, 9
> O=C(Nc1scc(-c2cccs2)c1C(=O)O)c1cccs1
→ -16, 8, -16, 3, -2, ., 3, 4.2, 5, -6
> Cc1cc(C(=O)OCC(=O)N2CCc3ccccc32)c(C)o1
→ -8, 4, 3, 4, 8, -0.1, 7, ., 5, -9
> COc1ccc(-n2c(=O)cc(N3CCc4ccccc43)[nH]c2=O)cc1
→ -2, 5, 12, 5, 8, 0.5, -6, -6.7, 1, 5
> COc1ccc(Cn2c(N)c(C(=O)NCc3ccco3)c3nc4ccccc4nc32)cc1OC
→ -3, 5, -14, -14, -2, ., 1, -0.1, -106, 4
> Cc1cc(Cl)ccc1NC(=S)NCc1ccc(F)cc1
→ 2, -2, 3, 5, 3, 0.0, -3, -0.3, -5, 30
> CC(=O)N1CCC(C(=O)OCc2ccc(Cl)cc2)(c2ccccc2)CC1
→ 0, 2, -13, 30, 4, -0.6, 1, -3.6, 10, 41
> O=C1c2ccccc2C(=O)N1COc1ccc(S(=O)(=O)N2CCOCC2)cc1[N+](=O)[O-]
→ -5, 5, -4, -1, 6, -4.7, 7, -0.7, 0, -14
> COc1ccc(Cl)cc1NC(=O)C1CCN(C(=O)C2CC(=O)N(c3ccc(C)cc3)C2)CC1 (configuration not stated)
→ 1, 4, 6, 13, -14, -0.2, 3, -0.9, -3, 30
> O=C(CN1C(=O)NC2(CCc3ccccc32)C1=O)c1cccs1 (configuration not stated)
→ -3, ., 2, -6, -8, -0.3, -4, -0.3, 3, .

Whole records, looked up by structure:
CCC(C)(C)NC(=O)c1ccc2c(c1)N(CC(=O)OC)C(=O)C(C)(C)O2 as listed: SSB-PriA inh: -35; SARS 3CLpro inh: 1; MazEF act: 4; Y pestis TopoI: 0; PrPC surface inh: 9; TcdB inh: .; CCHF vOTU inh: 4; BH1578 lux ind: i; Rv3671c inh: -9; DUSP3 inh: 4
COC1=C(Nc2ccc(OC)cc2)C(=O)c2ccccc2C1=O as listed: SSB-PriA inh: 75; SARS 3CLpro inh: -3; MazEF act: -3; Y pestis TopoI: -1; PrPC surface inh: 9; TcdB inh: .; CCHF vOTU inh: 59*; BH1578 lux ind: 2.1; Rv3671c inh: -30; DUSP3 inh: -4

Among those listed so far, these contain an aryl thioether with sulfur outside any ring:
Values run as follows: SSB-PriA inh, SARS 3CLpro inh, MazEF act, Y pestis TopoI, PrPC surface inh, TcdB inh, CCHF vOTU inh, BH1578 lux ind, Rv3671c inh, DUSP3 inh
> Cc1nnc(SCC(=O)Nc2sc3c(c2C(=O)c2ccccc2)CCCC3)s1
→ -5, -5, -3, -5, 16, ., -2, -0.2, -3, -1
> Cc1cccc(C(=O)NCc2nnc(SCC(=O)NC(C)c3ccccc3)n2C)c1 (configuration not stated)
→ -10, -1, 2, -2, -6, -0.7, 5, 1.6, -5, 6

Remaining list, next part.
Values run as follows: SSB-PriA inh, SARS 3CLpro inh, MazEF act, Y pestis TopoI, PrPC surface inh, TcdB inh, CCHF vOTU inh, BH1578 lux ind, Rv3671c inh, DUSP3 inh
> Cc1ccc2cccc(SCC(=O)Nc3ccc(F)cc3)c2n1
→ 5, 4, 15, 0, -2, 0.6, 1, -0.3, -9, 10
> CCCC(=O)Nc1nc(C)c(-c2csc(Nc3cc(OC)ccc3OC)n2)s1
→ 17, 5, 3, -14, 2, 1.3, 3, 1.5, 17, 34
> CC1(C)Cc2c(c(N3CCOCC3)nc3sc4c(NCCN5CCOCC5)nnnc4c23)CS1
→ 17, -2, 20, 20, -1, 2.8, 7, i, -5, -2
> CN(C)S(=O)(=O)Oc1ccsc1C(=O)Nc1ccccc1Cl
→ -39, 1, -1, 20, 4, ., 8, 3.1, 2, 25
> O=C(CN(Cc1ccc(F)cc1)C(=O)c1csnn1)NCc1ccccc1
→ -6, 1, 1, 10, 6, 0.5, 5, i, 0, 1
> COc1ccc(NC(=O)CC2C(=O)N(C)C(=S)N2CCc2ccc(F)cc2)cc1 (configuration not stated)
→ 5, 2, 6, 1, 5, 0.1, 8, -0.7, -1, 22
> Cc1ccc(C(=O)N(Cc2cccs2)C2CCS(=O)(=O)C2)cc1 (configuration not stated)
→ -11, -1, -11, -10, 5, 0.8, -1, -0.4, 10, -6
> O=C(CSc1ccc(Cl)cc1)N1N=CCC1c1ccccc1 (configuration not stated)
→ -25, 2, 3, 28, 12, 1.0, 4, -0.7, -8, 12
> COCCCn1c(SCC(=O)Nc2cccc(C(=O)OC)c2)nnc1-c1ccncc1
→ -15, 5, -5, 1, -1, ., -5, 0.3, -1, -8
> COc1cccc(S(=O)(=O)N(C)C[C@@H]2OCc3cnnn3CCCC(=O)N([C@H](C)CO)C[C@H]2C)c1
→ ., ., 6, 0, -2, 0.7&-1.1, 1, i, ., .
> CCCS(=O)(=O)NC(=O)C1(C)CCN(C(=O)c2ccnc(Cl)c2)C1 (configuration not stated)
→ ., ., ., 2, -1, 1.2, -3, -0.8, ., .
> CCOc1ccccc1NC(=O)C(=O)CC(=O)c1cccc(OC)c1
→ 1, -6, -3, -3, -6, -0.6, -6, -1.8, 1, -13
> COc1cc(CN2CCN(C(=O)c3cccc4ccccc34)CC2)cc(OC)c1OC
→ -11, -2, 4, -1, -2, -0.4, 2, -0.6, -1, 1
> COc1ccccc1Sc1nc(-c2ccccc2)ncc1OC
→ -23, 4, -2, 18, 1, 1.3, -9, 1.3, -4, 17
> C=CCNC(=O)c1csc(-c2ccccc2)n1
→ -6, 1, 4, -1, -1, ., -8, 0.2, -10, 25
> Cc1cc(C)c(S(=O)(=O)NCc2ccc3c(c2)OCO3)c(C)c1
→ -12, 4, 0, 18, 7, -0.9, -2, i, ., 23
> COc1cccc(NC(=O)CSc2nc3c(c(=O)n2C)SC(C)C3)c1 (configuration not stated)
→ -7, -4, 13, 2, 2, 1.1, -2, ., -3, 34
> CCN(CC(O)COCc1ccc(Cl)cc1)C1CCCCC1 (configuration not stated)
→ 0, -2, 8, 8, 5, -3.1, 0, 0.4, 3, -1
> Cc1ccc(OCc2ccccc2Br)c([N+](=O)[O-])n1
→ 5, 3, 4, 9, 1, -0.3, 17, -0.3, -4, 41

Only BH1578 lux ind and CCHF vOTU inh, for 3 of the compounds above:
canonical_smiles | BH1578 lux ind | CCHF vOTU inh
Cc1cc(C)c(S(=O)(=O)NCc2ccc3c(c2)OCO3)c(C)c1 | i | -2
O=C(CN(Cc1ccc(F)cc1)C(=O)c1csnn1)NCc1ccccc1 | i | 5
CCCS(=O)(=O)NC(=O)C1(C)CCN(C(=O)c2ccnc(Cl)c2)C1 (configuration not stated) | -0.8 | -3
